Compound activity (PubChem BioAssay)
KLF5 inh = inhibitors of KLF5 expression; 290,000 compounds, 0.23% hits; AID 1700; inhibition, % at 5 µM; DLD-1 KLF5 promoter-luciferase reporter, luminescence;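 active = inhibition above a per-plate limit of that plate's mean compound inhibition plus 3 SD, cut at about 60% in these data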;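 also: 0% = DMSO wells and 100% = LY294002 at 200 µM; higher means less KLF5 promoter-driven luciferase light; inactives centre near -14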
HSF1 inhib = HSF1 inhibition | NIH3T3-HGL HSE-luciferase, MG132-induced, luminescence 8 h; active compounds read low | activity change, negative = inhibition, % at 7.5 µM (by protocol) | 300,000 compounds, 0.77% hits | AID 2098;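 active = more than half of replicate wells show activity change below -50%, luminescence cut by over half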;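 also: luciferase reports HSF-1 transcriptional activity via heat shock element; 0% = median of DMSO wells and -100% = zero luminescence signal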
HDAC3 inh = inhibitors of human histone deacetylase 3 | 320,000 compounds, 0.15% hits | inhibition, % at 8.3 µM | AID 2718 | recombinant HDAC3, fluorogenic peptide/trypsin coupled, fluorescence; in the data active = inhibition above about 26%, passing the limit was not always enough
Target sequence (O15379 whole entry, looked up): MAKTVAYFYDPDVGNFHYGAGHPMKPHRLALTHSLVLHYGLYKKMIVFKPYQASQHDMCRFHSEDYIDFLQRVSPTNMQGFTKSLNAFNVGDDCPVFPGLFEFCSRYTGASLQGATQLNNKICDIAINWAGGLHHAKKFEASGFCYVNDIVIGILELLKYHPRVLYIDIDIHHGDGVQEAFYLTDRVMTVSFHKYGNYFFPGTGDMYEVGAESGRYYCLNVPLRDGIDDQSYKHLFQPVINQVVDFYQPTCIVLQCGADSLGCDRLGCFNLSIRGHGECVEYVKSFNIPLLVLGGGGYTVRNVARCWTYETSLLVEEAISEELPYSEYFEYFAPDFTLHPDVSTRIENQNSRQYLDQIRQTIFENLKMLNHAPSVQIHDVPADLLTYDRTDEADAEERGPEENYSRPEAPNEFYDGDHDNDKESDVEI
IEC-6 tox = IEC-6 cytotoxicity, counter-screen for KLF5 inhibitors. luminescence viability. inhibition, % at 5 µM. 290,000 compounds, 0.78% hits; in the data active = inhibition above about 22%;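 also: 0% = plate median of test compound wells and 100% = cytotoxic reference compound wells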
HSP90 refold inh = blocks HSP90-mediated luciferase refolding in reticulocyte lysate | Rabbit reticulocyte lysate, luciferase refolding luminescence, 3 h | 290,000 compounds, 0.91% hits | inhibition, % at 5.6 µM | AID 1789;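 active = inhibition above the screen-wide mean plus 3 SD, computed separately per campaign, cut at about 16% in these data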;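 also: 0% = DMSO wells and 100% = 60 µM geldanamycin wells; inhibitors lower the luminescence because luciferase stays unfolded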
HSF-1 act = increases HSF-1 driven luciferase reporter signal; NIH3T3-HGL HSF-1 luciferase reporter, MG132, 8 h; 100% = twice DMSO control signal; activation, % at 9 µM; AID 504408; 300,000 compounds, 1.7% hits;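 active = mean replicate activation of at least 50% with a set share of replicates each reaching 50%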;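 also: 0% = median of the neutral control wells and 100% = twice that signal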
Platelet DG rel = modulates dense granule release in human platelets; human platelet-rich plasma, SFLLRN dense granule ATP release, luminescence; inhibition, %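 (compounds screened at 7.5 µM in platelet-rich plasma)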; 300,000 compounds, 0.22% hits; AID 1663;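 active = mean replicate score, as percent of positive control, at or above 50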
HIF act = HIF pathway transcriptional activation; U2OS HRE-luciferase reporter, luminescence; normalized: DMSO 0%, desferrioxamine 100%; activation, % at 7.5 µM (by protocol); 300,000 compounds, 0.32% hits;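 active = mean activation of at least 10% of the iron chelator positive control signal, with at least half of replicates also reaching 10%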
AI-2 QS mod = modulators of Vibrio harveyi AI-2 quorum sensing system. AID 2094. Vibrio harveyi JMH597 AI-2 luminescence/OD600 ratio, 9 h; active compounds read low; strain lacks LuxN and CqsS sensors; 0 = neutral-control median. 300,000 compounds, 0.4% hits. activity change, % at 7.5 µM; in the data active = activity change below about -75%, passing the limit was not always enough;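 also: luminescence divided by OD600 gain over 9 h not by final OD600 alone; inactives centre near 13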
aSyn 5UTR inh = MLPCN primary screen, SNCA 5' untranslated region; 300,000 compounds, 0.82% hits; inhibition, % (tested at 7.5 µM); alpha-synuclein 5'UTR reporter, inhibitor activity; in the data active = inhibition above about 60%;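 also: H4 neuroglioblastoma cells stably carrying SNCA 5'UTR luciferase fusion; 0% = DMSO wells and 100% = positive control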
Numbers without * were called inactive; . = no result given; & = joins results of further samples.

SMILES	KLF5 inh	HSF1 inhib	HDAC3 inh	IEC-6 tox	HSP90 refold inh	HSF-1 act	Platelet DG rel	HIF act	AI-2 QS mod	aSyn 5UTR inh
COc1ccc(C(=O)N2CCNC(=O)C2CC(=O)Nc2ccc(C)c(C)c2)cc1 (stereo unspecified)	8	5	7	-11	-2	4	-2	-0.5	5	7
CCOc1cc(/C=N/n2cnnc2)ccc1OCC(=O)Nc1ccccc1OC	-5	-2	-5	0	3	2	4	0.1	18	7
Cc1cccc(NC(=O)NNC(=O)c2nn(C)cc2Br)c1	-14	4	-5	-6	-4	-12	13	0.1	12	10
CCCCn1c(/N=C/c2ccccc2NS(=O)(=O)c2ccc(C)cc2)nc2ccccc21	11	.	0	2	2	.	.	.	.	.
O=C(CN(C(=O)CCC(=O)Nc1nccs1)c1ccc(F)cc1)NCc1ccco1	6	-2	-1	-2	0	4	8	0.7	0	14
CC(=O)c1ccccc1OCC(O)CN1CCN(C(c2ccccc2)c2ccccc2)CC1 (stereo unspecified)	-9	4	1	-4	1	0	7	-0.8	11	-18
Cc1ccc(NC(=O)Nc2cccn(Cc3c(F)cccc3Cl)c2=O)cc1	-21	19	2	5	2	41	-2	1.6	13	-53
Cc1sc2nc(SCC(=O)N(CCO)CCO)nc(N)c2c1C	-7	-1	0	5	2	0	-1	-0.1	38	16
COCC1CCCCN1C(=O)c1ccc2oc(CCCc3ccccc3)nc2c1 (stereo unspecified)	-72	24	-2	-3	-2	34	2	1.5	-13	-86
CCC(=O)NNC(=O)Cc1c(C)n(C(=O)c2ccc(Cl)cc2)c2ccc(OC)cc12	-2	-4	4	1	-1	4	0	-0.4	14	6
CCC(C)NC(=O)CN(C1CCCCC1)S(C)(=O)=O (stereo unspecified)	-41	-8	8	-6	-3	4	-7	0.0	3	6
O=[N+]([O-])c1ccc(O)c(/C=N/Nc2ccc(Cl)nn2)c1	67*	34	-3	-9	0	41	5	64*	-4	100*
Cc1noc(C)c1COc1ccccc1C(=O)NCc1ccccc1Cl	.	-1	0	.	.	-6	-13	0.1	14	2
CCOC(=O)c1nc(N)c(=O)n(-c2ccc(C)cc2)n1	-31	-4	-7	4	0	6	11	0.3	18	9
COc1ccccc1NS(=O)(=O)c1cccs1	-33	-7	-2	3	-1	-12	-2	-0.2	7	24
CC(=O)c1cc2c(cc1NC(=O)CN1Cc3ccccc3C1=O)OCO2	-11	-2	-1	3	1	0	-3	0.0	1	12
O=C(Nc1cccc(Cl)c1Cl)c1ccccc1NC(=O)C1CC=CCC1C(=O)O (stereo unspecified)	8	.	-1	4	1	.	.	.	44	.
C=CCNC(=O)NC(=O)COC(=O)[C@H](C)NS(=O)(=O)c1c(C)c(C)cc(C)c1C	-2	-4	-10	-4	-7	-5	25	-0.3	15	0
CCN(CC(=O)Nc1ccc(Cl)c(S(=O)(=O)N(C)C)c1)CC(=O)NC(C)C	-17	-1	-1	8	0	3	0	0.3	21	-4
COc1ccc(S(=O)Cc2ccc(C(=O)NC3CC3)o2)cc1 (stereo unspecified)	-1	-4	1	-8	-4	0	-7	0.0	15	18
O=C(NC(=S)Nc1ccccc1Br)c1ccco1	-75	24	5	-1	-2	43	-1	3.3	-6	-86
Cc1cc(C(=O)NCCc2ccc(Cl)cc2)c2ccccc2n1	-16	17	6	2	-3	9	-8	-1.5	3	3
O=C(Nc1ccc(N2CCOCC2)cc1)c1cccc(-n2cnnc2)c1	-29	-5	1	8	-5	-18	-1	-0.3	22	-1
Cc1ccccc1-n1cnnc1SCC(=O)N1CCN(c2ccccc2)CC1	-19	0	5	1	-4	7	13	0.2	13	-7
CCSc1nc(C2CC2)cc(-c2ccco2)c1C#N	-64	-9	-4	-2	-4	4	-12	0.4	7	9
Cc1ccc(C(=O)NNC(=O)CSc2nnc3c(n2)[nH]c2ccc(C)cc23)cc1	-3	-5	2	-8	-3	3	0	.	28	-8
O=C(Nc1ccc2c(c1)OCCO2)c1cc2sccc2n1Cc1ccc(F)cc1	-39	-8	3	0	4	-2	-2	1.2	14	-110
O=C(Nc1ccccc1)c1ccc(-c2ccc(Br)cc2)o1	-21	5	4	9	-4	40	3	1.9	7	-93
COc1ccc(S(=O)(=O)Cc2ccc(C(=O)O)o2)cc1	0	-9	-4	5	0	-5	1	-1.3	23	-30
CCC(C(=O)N1CCOCC1)n1nc(C)n2c(cc3cc(C)ccc32)c1=O (stereo unspecified)	-8	-3	-4	3	-1	-8	1	-0.1	1	11
COc1cc(Cl)ccc1OCc1cc(C(=O)NCCCN2CCCC2=O)no1	-24	1	4	2	-9	7	2	0.7	29	-33
COc1ccc(C(=O)Nc2ccc(N3CCCC3)cc2)cc1OC	-86	-7	5	6	0	3	79*	0.3	3	-166
CC(=O)c1ccc(Oc2cc(C)nc(-n3nc(C)cc3C)n2)cc1	62*	-26	4	85*	2	-40	16	-0.3	20	80*
CC(C)NC(=O)/C(C#N)=C\c1ccc(N(C)C)o1	1	-8	11	-5	-8	-2	0	0.4	-11	-53
COC(=O)c1scc(C)c1NC(=O)CC1NCCNC1=O (stereo unspecified)	-6	0	-1	-3	-2	16	-14	-0.2	27	10
CCOc1ccc(-n2nc3c(Cl)nnc(C)c3c2C)cc1	4	-5	-9	-4	3	1	-6	0.2	22	32
CCn1c(SCC(=O)NC2CCCCC2)nnc1C(CO)NC(=O)c1ccccc1 (stereo unspecified)	-19	2	-1	-1	-2	21	2	0.1	33	5
CCN(CC)S(=O)(=O)c1cccc(C(=O)N/N=C/c2ccc(O)c(O)c2O)c1	-13	.	11	-9	-1	.	.	.	.	.
CN1C(=O)Cc2cc(S(=O)(=O)N3CCN(c4cccc(C(F)(F)F)c4)CC3)ccc21	-8	1	8	1	5	10	-15	0.1	-2	-3
Cc1ccc(-c2nnn(Cc3nc4ccccc4s3)n2)cc1	-14	7	10	-6	4	16	7	0.2	-14	-15
CC(CCCC(C)(C)O)NC(=O)c1ccc2oc(CCc3ccccc3)nc2c1 (stereo unspecified)	-28	-44	3	0	1	-56	-2	1.6	5	-9
CCC(=O)N1CCN(c2ccc(OC)cc2[N+](=O)[O-])CC1	-43	-4	1	0	0	2	-7	0.3	14	16
CCc1cc2c(=O)n(CC(C)C)cnc2s1	-60	1	3	0	5	36	5	1.3	15	-101
COc1ccc(/C=C/C(=O)c2ccc(NC3=NCCCS3)cc2)cc1OC	3	25	-6	0	3	29	-5	4.9	13	-99
Cn1c(SCC(=O)Nc2ccccc2-c2ccccc2)nnc1-c1ccco1	-12	2	0	-8	2	0	4	-0.4	19	11
COc1cccc(C(=O)Nc2c3c(nn2-c2cccc(C)c2C)CS(=O)(=O)C3)c1OC	-9	-2	-1	-3	0	22	-5	-0.3	1	29
Cc1oc(-c2cc3c(cc2Cl)OCO3)nc1CN1CCCC(C(=O)N2CCOCC2)C1 (stereo unspecified)	7	.	3	2	-1	.	2	-0.4	6	8
Cc1ccc(CN=C(N)Nc2nc(C)cc(C)n2)cc1	-23	-1	-9	48*	1	-16	-1	-0.1	28	117*
Cc1ccc(CCNC(=O)C2CC(c3cccc(F)c3)=NO2)cc1 (stereo unspecified)	.	-8	7	.	.	-8	5	0.1	1	23
CN1CCCN(CC(O)COCc2cccs2)CC1 (stereo unspecified)	-23	2	0	5	-1	0	4	0.5	13	8
CCOC(=O)C1=C(CN2CCCCC2)NC(=O)NC1c1cc(C)ccc1C (stereo unspecified)	-2	-2	12	3	8	2	1	-0.2	10	-8
Cc1ccc(NC(=O)CSc2nnc(-c3ccco3)o2)cc1	-23	1	1	6	2	6	7	-0.2	13	5
NC(=O)c1ccsc1NC(=O)COC(=O)c1ccc(Cl)c(N)c1	.	-5	0	.	.	10	3	0.6	-2	-26
CC1=CC(C)(C)Nc2cc(C)c(C)cc21	-12	.	-8	2	0	.	.	.	.	.
CCCCOc1ccc(-c2c(C(=O)Nc3ccccc3)c(C)[nH]c(=S)c2C#N)cc1	-19	-1	7	-1	-3	5	-11	0.1	-2	2
CCOC(=O)C1CCN(C(=O)c2ccccc2NC(=O)c2ccc(Br)cc2)CC1	-19	12	-4	-4	4	-1	-2	0.2	7	-12
CC(C)n1cnc2c(NCc3ccccc3)nc(NCc3ccccc3)nc21	.	3	-13	.	.	12	-3	0.9	27	28
OCC1(Cc2ccc(F)cc2)CCCN(CCc2ccccc2)C1 (stereo unspecified)	-23	7	7	-4	9	13	7	0.3	2	10
Cc1ccc(S(=O)(=O)Nc2ccc(Cl)cc2C(=O)c2ccccc2)cc1	-15	18	1	2	4	10	-7	0.4	1	1
CCOC(=O)C1(CCOc2ccccc2)CCN(Cc2ccc3c(c2)OCCO3)CC1	-63	-1	3	4	4	14	7	-0.2	18	-53

The results go on:
SMILES	KLF5 inh	HSF1 inhib	HDAC3 inh	IEC-6 tox	HSP90 refold inh	HSF-1 act	Platelet DG rel	HIF act	AI-2 QS mod	aSyn 5UTR inh
COc1cccc(CSc2nnc(-c3ccc(F)cc3)o2)c1	-37	3	2	6	-1	5	14	.	-91*	-21
COCC(C)NC(=O)C1CCN(S(=O)(=O)c2ccc3ccccc3c2)CC1 (stereo unspecified)	.	2	3	.	.	-5	-1	0.0	15	-2
O=C(O)Cn1c(O)c(C=Nc2ccccc2)sc1=S	-1&-22	2&-7	6&5	4&2	2&-4	7&4	1&-1	-0.2&0.6	-2&-1	-10&-18
c1ccc(-c2nc(N3CCNCC3)nc3ccccc23)cc1	-25	-13	-31	3	-1	2	-2	-0.7	1	9
COCCN(CCOC)C(=O)C1CCN(c2ccc(S(=O)(=O)N3CCOCC3)cc2[N+](=O)[O-])CC1	.	0	2	.	.	1	7	0.4	21	9
Cc1ccc(C(=O)Nc2ccc3c(c2)C(=O)N(C)C3=O)c(C)c1	-65	-6	-10	-4	-3	-20	-17	1.2	9	-28
OCCC1CN(Cc2c(F)cccc2Cl)CCN1C1CCCC1 (stereo unspecified)	7	-4	-2	-3	-2	6	3	0.0	12	15
Cc1ccc(-c2c[n+](Cc3cccc(Cl)c3)c3n2CCC3)cc1	-1	-8	-6	4	0	-11	12	-0.6	41	21
O=C1c2ccccc2N2C(=O)c3ccccc3[C@H]2N1c1ccccc1	-28	-4	3	-3	-3	3	7	-0.2	19	-11
COc1ccc(C(CCN2CCN(c3ccccc3)CC2)c2c(OC)cc(OC)c3c(-c4ccccc4)cc(=O)oc23)cc1 (stereo unspecified)	.	-12	0	.	.	-27	1	-0.5	38	22
CCOC(=O)c1c(-c2cccs2)csc1NC(=O)C(C)(C)C	4	-3	13	-6	0	-2	-8	0.0	20	-8
CN(CC(=O)Nc1c(Cl)cccc1Cl)C(=O)Cc1ccc2c(c1)CCC2	.	4	2	.	.	-5	-3	-1.9	36	18
COC(=O)c1ccc(OC(=O)c2ccc(OC)cc2)c(OC)c1	3	6	8	3	-1	3	2	0.2	13	-17
CCOC(=O)C1=NN(c2ccc(F)cc2)C2=NC(C)=C(C(=O)OC)C(c3cccs3)N12 (stereo unspecified)	-4	-4	-7	-1	2	0	10	0.4	9	14

Ordered by the number under HSF-1 act (rising): 3 from the list above.
| SMILES | HSF-1 act |
| --- | --- |
| Cc1noc(C)c1COc1ccccc1C(=O)NCc1ccccc1Cl | -6 |
| CCC(C)NC(=O)CN(C1CCCCC1)S(C)(=O)=O (stereo unspecified) | 4 |
| COC(=O)c1scc(C)c1NC(=O)CC1NCCNC1=O (stereo unspecified) | 16 |

An unsorted share of the library. Share with any hit: about 5%.
